Screening data as filed in PubChem.
Spn MK inh: S. pneumoniae MK inhibitors, primary screen, biochemical, PK/LDH-coupled NADH absorbance; mevalonate kinase [Streptococcus pneumoniae D39]; purified MK, PK/LDH-coupled NADH absorbance 340 nm; inhibition, % at 10 µM; hit rate 0.48% among 65,000; AID 555, 2006;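 active means ranked among the strongest by inhibition in the single 10 µM screen, a fixed top-ranked set picked for dose follow-up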; further: no value below 0 was filed
LYP phosphatase: LYP phosphatase inhibitors, primary screen, biochemical, DiFMUP fluorescence, recombinant catalytic domain, 10 µM (AID 606). 52,000 tested, under 10 active. inhibition, % at 10 µM; hits with a dose series show IC50 in µM. recombinant LYP catalytic domain, DiFMUP fluorescence; higher % means a stronger effect. Tyrosine-protein phosphatase non-receptor type 22 (Homo sapiens);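 active means IC50 under 40 µM in the dose-response test; inactive means IC50 of 40 µM or more, or never dose-tested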
Spn PMK inh: S. pneumoniae PMK inhibitors, primary screen, biochemical, mevalonate pathway, pilot trial included; phosphomevalonate kinase (Streptococcus pneumoniae D39); purified PMK, PK/LDH-coupled NADH absorbance 340 nm; inhibition, % at 10 µM; hit rate 0.49% among 65,000; AID 539, 2006;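 active means top-ranked compounds by inhibition in the single 10 µM screen, taking a fixed number of the strongest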;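 further: 0% = full reaction with DMSO carrier and 100% = background rate without enzyme reaction; no value below 0 was filed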
HPDE-C7K KRASV12: cytotoxicity in KRAS-transformed pancreatic duct cells, primary screen, cell-based, fluorescence, HTS (AID 431); HPDE-C7K KRASV12 cells, Alamar Blue viability, 48 h; higher % means a stronger effect; hit rate 1.7% among 63,000; one-dose cytotoxicity, % at 10 µM; EC50 in µM for titrated hits;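 active means compounds whose percent cytotoxicity in the single-dose primary screen, scaled between solvent and toxic-drug controls, exceeds 50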;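 further: 0% = DMSO solvent wells and 100% = doxorubicin-treated wells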
Bfl-1 inhibitors: Bfl-1 inhibitors, primary screen, biochemical, fluorescence polarization, FITC-Bid, mouse (AID 432) | Bcl-2-related protein A1 (Mus musculus) | FITC-Bid BH3 peptide fluorescence polarization displacement; higher % means a stronger effect | one-dose displacement, % at 20 µM; IC50 in µM for titrated hits | hit rate 0.02% among 64,000; in the data active means a potency from the dose series; inactive means the rest, 99 in 100 with displacement below about 15%; further: strong numbers were not always called active
DPM-DC inhibit: S. pneumoniae DPM-DC inhibitors, primary screen, biochemical, PK/LDH-coupled NADH fluorescence; hit rate 0.49% among 65,000; calls only at 10 µM; purified DPM-DC; diphosphomevalonate decarboxylase (Streptococcus pneumoniae D39);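 active means the 320 compounds with the highest percent inhibition in the single-dose primary screen, excluding strongly autofluorescent ones, cut at about 32% in these data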;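 further: kinetic rate of NADH fluorescence loss reporting ADP formed by the decarboxylase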
TNAP inhibition: human TNAP enzyme inhibitors, biochemical, luminescent (AID 518); Alkaline phosphatase, tissue-nonspecific isozyme (Homo sapiens); purified TNAP enzyme, luminescent substrate readout; higher % means a stronger effect; inhibition, % at 20 µM, or IC50 in µM where a hit was titrated; hit rate 0.09% among 64,000; in the data active means a potency from the dose series; inactive means the rest, 99 in 100 with inhibition below about 22%;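 further: plate controls were vehicle for no effect and reference inhibitor for full effect; many of its hits are not listed in these tables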
HPDE-C7 cytotoxicity: cytotoxicity in HPDE-C7 cells, cell-based, fluorescence, HTS (AID 430). hit rate 1.8% among 63,000. cytotoxicity, % at 10 µM, or EC50 in µM where a hit was titrated. HPDE-C7 pancreatic duct cells viability, fluorescence; higher % means a stronger effect;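 further: cells exposed to compound for 48 hours before viability readout; 0% = vehicle and 100% = reference cytotoxic drug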
HT1080 cytotoxicity: cytotoxicity in HT1080 fibrosarcoma cells, cell-based, fluorescence readout (AID 620). hit rate 0.42% among 87,000. cytotoxicity, % at 10 µM; hits with a dose series show EC50 in µM. HT1080 viability, fluorescence; higher % means a stronger effect;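 further: cells exposed to compound overnight then 4 h with Alamar Blue; 0% = vehicle DMSO and 100% = killing control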
Spn PMK inh pilot replicates: also measured in Spn PMK inh; calls as there; inhibition, %; measured here: pilot screen replicates
Spn MK inh pilot replicates: second read-out of Spn MK inh, no call of its own (marks repeat the call); inhibition, %; measured here: pilot screen replicates
DPM-DC inhibit pilot screen %: also measured in DPM-DC inhibit; calls as there; inhibition, %; measured here: pilot screen trials
* marks the source's active call; other numbers are inactive results; i = inactive; / = not tested or not shown. Unless noted, no stated cut-off is given here; in the data, active means cytotoxicity above about 50%; inactive means the rest.

SMILES	Spn MK inh	LYP phosphatase	Spn PMK inh	HPDE-C7K KRASV12	Bfl-1 inhibitors	DPM-DC inhibit	TNAP inhibition	HPDE-C7 cytotoxicity	HT1080 cytotoxicity	others
O=C(Oc1cccc(NC(=O)c2ccco2)c1)c1cccc(S(=O)(=O)N2CCCC2)c1	0.0	0.0%	5.0	-9.2%	7.6%	i	7.7%	-12.8%	-5.2%
COc1ccc(CCn2c(-c3ccco3)nc3nc4ccccc4nc32)cc1OC	0.0	11.4%	10.0	-2.6%	5.1%	i	11.6%	-0.1%	33.4%
Cc1c(NC(=O)c2cc(-c3ccco3)on2)c(=O)n(-c2ccccc2)n1C	2.0	7.0%	2.0	-11.0%	-0.8%	i	6.4%	-12.2%	10.8%
CCC(CC)COC(=O)C(C#N)c1nc2ccccc2nc1N1CCOCC1 (stereo not drawn)	11.0	15.4%	11.0	-2.2%	7.7%	i	26.8%	6.0%	-7.4%
CCC1CCCN1Cn1cnc2c([nH]c3ccc(OC)cc32)c1=O (stereo not drawn)	12.0	2.5%	3.0	1.1%	-0.8%	/	14.9%	-0.2%	-0.5%	Spn PMK inh pilot replicates=2.5;Spn MK inh pilot replicates=0.0
O=C(Cn1ccc2ccccc2c1=O)NCCC(=O)NC1CCN(Cc2ccccc2)CC1	0.0	-11.9%	17.0	4.9%	5.5%	i	7.2%	-3.3%	-11.2%	Spn PMK inh pilot replicates=0.0;Spn MK inh pilot replicates=5.0;DPM-DC inhibit pilot screen %=0.0
O=C(CN1C(=O)c2ccccc2C1=O)Nc1ccc2c(c1)OCO2	6.0	13.6%	0.0	4.1%	-2.6%	i	9.0%	7.1%	4.8%
N=C1C(c2nc(-c3ccc(F)cc3)cs2)=C(O)CN1CCCN1CCOCC1	2.0	8.4%	11.0	3.7%	-4.0%	i	2.4%	8.1%	3.5%
CN1CCN(c2nc(-c3ccncc3)nc3ccccc23)CC1	9.0	9.3%	3.0	18.2%	4.3%	i	10.2%	22.3%	6.4%	Spn PMK inh pilot replicates=3.0;Spn MK inh pilot replicates=0.5;DPM-DC inhibit pilot screen %=11.0
Cc1ccccc1OCCCCc1c(C)n[nH]c1C	7.0	/	31.0*	20.5%	-7.8%	i	6.3%	14.1%	/
CCN(C(=O)c1cc2cccc(OC)c2oc1=O)c1ccccc1	9.0	5.0%	3.0	24.8%	-9.2%	i	8.0%	28.1%	16.6%
O=C(NC1CCCC1)C1C2C=CC(C2)C1C(=O)N1CCOCC1 (stereo not drawn)	3.0	1.6%	5.0	8.5%	2.8%	i	13.0%	7.8%	15.4%
O=C(O)C1C2CCC(O2)C1C(=O)Nc1cccc(F)c1 (stereo not drawn)	3.0	-15.3%	4.0	9.0%	11.6%	i	8.5%	-0.5%	2.9%	Spn PMK inh pilot replicates=4.0;Spn MK inh pilot replicates=2.5;DPM-DC inhibit pilot screen %=4.5
COCc1nnc(NC(=O)CCCCCN2C(=O)c3ccccc3C2=O)s1	13.0	4.0%	0.0	-7.2%	-7.0%	i	6.4%	-1.4%	-7.0%
COc1ccccc1N1CCN(C(=O)c2ccc3nc(-c4ccco4)c(-c4ccco4)nc3c2)CC1	3.0	/	8.0	27.0%	17.1%	i	17.4%	8.9%	0.0%	Spn PMK inh pilot replicates=4.5;Spn MK inh pilot replicates=0.0;DPM-DC inhibit pilot screen %=5.0
CCC(=O)N1CCN(c2ccc(Cl)cc2NC(=O)c2ccc(Br)o2)CC1	2.0	-2.0%	0.0	-0.4%	-3.9%	i	6.8%	2.5%	5.3%
CCOC(=O)c1cccc(NC(=O)CCn2nnc3ccccc32)c1	9.0	3.0%	15.0	1.2%	-3.4%	i	11.8%	-9.2%	-3.3%	Spn PMK inh pilot replicates=4.5;Spn MK inh pilot replicates=4.5;DPM-DC inhibit pilot screen %=3.0
CCOC(=O)C1=C(C)N(C)C(C)=C(C(=O)OCC)C1c1ccccn1	8.0	-2.0%	10.0	7.8%	5.2%	i	13.2%	11.8%	6.0%
O=C(CCCCCn1c(=S)[nH]c2cc3c(cc2c1=O)OCO3)N1CCN(C(=O)c2ccco2)CC1	11.0	-2.1%	11.0	-11.1%	2.6%	i	3.3%	-12.8%	15.8%
COC(=O)CSc1nsc(SCC(=O)OC)c1C#N	0.0	-4.0%	5.0	/	-4.0%	i	9.8%	/	1.9%
Cc1c(C(=O)Nc2cccc3cccnc23)oc2ccccc12	4.0	6.3%	7.0	8.9%	-3.4%	i	14.9%	10.8%	-7.2%
CCCCn1c(Oc2ccc(C(=O)OC)cc2)nc2c1c(=O)n(C)c(=O)n2C	8.0	1.3%	1.0	3.5%	-2.3%	i	6.8%	2.5%	-0.2%
CC(C)C(NCc1c(Cl)cccc1Cl)C(=O)O (stereo not drawn)	3.0	10.6%	11.0	-1.2%	-4.0%	i	8.8%	-2.8%	4.4%
CCCSc1nnc2n(-c3ccccc3OC)c(=O)c3c4c(sc3n12)CCC4	0.0	-2.4%	2.0	8.3%	-16.3%	i	12.1%	13.4%	-12.2%
CCN(CC)S(=O)(=O)c1ccc2c(c1)c(=O)c(C(=O)NCCN(C)CCc1ccccc1)cn2C	3.0	/	5.0	2.4%	3.1%	i	12.9%	2.8%	0.3%
Cc1noc(C)c1C(=O)NCCc1ccc(Cl)cc1	1.0	9.4%	2.0	-4.8%	-1.5%	i	8.8%	-1.0%	2.0%
CCOc1ccc(OCC(=O)Nc2ccc(S(=O)(=O)Nc3cc(C)nc(C)n3)cc2)cc1	12.0	-1.5%	12.0	-12.2%	3.3%	i	-1.7%	-15.1%	-3.7%
Cc1cccc(N(CC(=O)NCc2ccco2)C(=O)CCC(=O)Nc2ccccn2)c1	14.0	6.5%	9.0	0.4%	-1.7%	i	-2.2%	2.1%	1.3%
CCN(CC)C(=O)CSc1ccccc1N	4.0	12.0%	14.0	-10.4%	-7.1%	i	6.2%	-13.5%	-2.9%
O=C(CCn1cccc1)NCc1ccc2c(c1)OCO2	2.0	-4.2%	10.0	3.3%	13.9%	i	15.5%	-9.5%	-3.3%

Random excerpt: 2 entries already listed, in no set order.
SMILES	Spn MK inh	LYP phosphatase	Spn PMK inh	HPDE-C7K KRASV12	Bfl-1 inhibitors	DPM-DC inhibit	TNAP inhibition	HPDE-C7 cytotoxicity	HT1080 cytotoxicity	others
CCOc1ccc(OCC(=O)Nc2ccc(S(=O)(=O)Nc3cc(C)nc(C)n3)cc2)cc1	12.0	-1.5%	12.0	-12.2%	3.3%	i	-1.7%	-15.1%	-3.7%
CC(C)C(NCc1c(Cl)cccc1Cl)C(=O)O (stereo not drawn)	3.0	10.6%	11.0	-1.2%	-4.0%	i	8.8%	-2.8%	4.4%

(listing goes on)
SMILES	Spn MK inh	LYP phosphatase	Spn PMK inh	HPDE-C7K KRASV12	Bfl-1 inhibitors	DPM-DC inhibit	TNAP inhibition	HPDE-C7 cytotoxicity	HT1080 cytotoxicity	others
CN(CCc1ccccn1)C(=O)CN(C)S(=O)(=O)c1ccc2c(c1)c(=O)n(C)c(=O)n2C	0.0	15.1%	11.0	4.6%	-4.3%	i	3.8%	-9.0%	5.1%
CC(C)[C@H](NC(=O)OC(C)(C)C)c1nnc(SCc2cccc(F)c2)o1	3.0	10.2%	15.0	-2.8%	2.8%	i	16.6%	-19.8%	-6.2%	Spn PMK inh pilot replicates=2.0;Spn MK inh pilot replicates=0.0;DPM-DC inhibit pilot screen %=0.5
CCc1nnc(NC(=O)CSc2nnc(-c3ccccc3O)n2-c2ccc(C)cc2)s1	0.0	2.4%	16.0	-7.5%	-7.4%	i	17.2%	-7.9%	2.1%
Cc1ccc(N(C(C)C(=O)O)S(=O)(=O)c2c(C)n[nH]c2C)cc1 (stereo not drawn)	9.0	-0.6%	10.0	9.5%	-7.0%	i	13.6%	-1.6%	23.6%
COc1ccc(Cc2nnc(-c3cccc(C)c3)o2)cc1OC	3.0	-6.6%	1.0	-3.6%	10.7%	i	5.8%	0.7%	-1.3%
CC(=O)NC(C)c1nc2ccccc2n1Cc1ccccc1F (stereo not drawn)	4.0	-1.4%	0.0	0.7%	-3.9%	i	11.8%	-9.0%	-2.7%
CC(C)NC(=O)c1ccc2c(c1)N(CC(=O)N1CCOCC1)C(=O)C(C)(C)O2	0.0	/	12.0	2.1%	1.8%	i	8.4%	5.4%	9.0%
COC(=O)c1cccc(NC(=O)CSc2nnc(COc3ccccc3)n2C)c1	0.0	6.4%	6.0	8.3%	6.4%	i	24.5%	-3.5%	5.5%	Spn PMK inh pilot replicates=2.5;Spn MK inh pilot replicates=1.0;DPM-DC inhibit pilot screen %=3.5
O=C(N1CCN(c2ccccn2)CC1)N1c2ccccc2Sc2ccccc21	16.0	0.3%	11.0	66.6%*	-2.6%	i	6.8%	66.7%*	59.7%*
CC1=NOC2(C1)/C(=N/O)CCC/C2=N\O (stereo not drawn)	13.0	-0.4%	12.0	-7.2%	2.9%	i	13.4%	-15.9%	0.3%
CCN1CCCC1CNC(=O)c1cc2c(C)nc3ccccc3c2o1 (stereo not drawn)	0.0	3.1%	13.0	-3.9%	-1.9%	i	6.0%	-3.8%	10.0%
CCc1ccc(NC(=O)c2cc(C)on2)cc1	0.0	5.9%	9.0	2.0%	1.0%	i	-4.6%	0.2%	5.2%
COc1ccc(O)c(-c2[nH]ncc2C(=O)c2ccccc2)c1	9.0	15.2%	1.0	6.0%	1.7%	i	1.6%	-1.2%	8.6%
COC(=O)c1cccc(NC(=O)C(C)N2C(=O)c3ccccc3C2=O)c1 (stereo not drawn)	5.0	7.1%	17.0	-21.7%	4.7%	i	1.4%	-4.5%	-4.4%
CCCCc1ccc(C(=O)NC(C(=O)O)C(C)C)cc1 (stereo not drawn)	16.0	/	8.0	-26.0%	-9.8%	i	11.8%	-3.5%	-2.2%
Cc1cc(C)n(-c2nc3c(c(=O)[nH]c(=O)n3C)n2CCc2ccccc2)n1	10.0	/	13.0	11.3%	-2.3%	i	11.3%	5.1%	15.7%
Cc1cc2cc(CN(CCCN3CCOCC3)C(=O)NC3CCCCC3)c(=O)[nH]c2cc1C	0.0	0.1%	18.0	-9.8%	4.8%	i	1.1%	-28.9%	2.7%	Spn PMK inh pilot replicates=0.0;Spn MK inh pilot replicates=0.0;DPM-DC inhibit pilot screen %=7.0

Taken from the listing (two entries):
SMILES	Spn MK inh	LYP phosphatase	Spn PMK inh	HPDE-C7K KRASV12	Bfl-1 inhibitors	DPM-DC inhibit	TNAP inhibition	HPDE-C7 cytotoxicity	HT1080 cytotoxicity	others
CCCCc1ccc(C(=O)NC(C(=O)O)C(C)C)cc1 (stereo not drawn)	16.0	/	8.0	-26.0%	-9.8%	i	11.8%	-3.5%	-2.2%
Cc1cc(C)n(-c2nc3c(c(=O)[nH]c(=O)n3C)n2CCc2ccccc2)n1	10.0	/	13.0	11.3%	-2.3%	i	11.3%	5.1%	15.7%
